Source: PubChem BioAssay
MsrA inh: bovine MsrA enzyme inhibitors, primary screen, biochemical, absorbance, HTS; Methionine sulfoxide reductase A (Bos taurus); purified bovine MsrA, absorbance read-out; inhibition, % at 15.5 µM; 0.75% of 360,000 active; AID 651718, 2012; in the data active = inhibition above about 4.5%;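 note: 0% = vehicle wells with enzyme and 100% = reference inhibitor wells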
STEP block: STEP phosphatase inhibitors, primary screen, biochemical, fluorescence intensity, uHTS. AID 588621, 2011. inhibition, % at 20 µM. recombinant STEP, OMFP fluorogenic substrate. 0.25% of 360,000 active;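 active = inhibition at 20 µM, scaled per plate between control wells, above about 37%, limit read from the data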;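 note: 0% = DMSO with enzyme and substrate and 100% = substrate only without enzyme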
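material = STEP tyrosine phosphatase | reagent = fluorogenic phosphatase substrate OMFP at 25 µM final | doses = single compound dose of 20 µM, 1% DMSO final | schedule = 20 min reaction, room temperature, in the dark | measured by = fluorescence, 480/540 nm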
DNMT1 block: human DNMT1 methyltransferase inhibitors, primary screen, biochemical, molecular beacon, fluorescence, HinP1I cleavage, uHTS; DNA (cytosine-5)-methyltransferase 1 (Homo sapiens), P26358; inhibition (reported as % activation of signal), % at 10 µM; 0.83% of 360,000 active; AID 588458, 2011; in the data active = inhibition above about 50%
Scp1 inh: Scp-1 phosphatase inhibitors, primary screen, biochemical, colorimetric, uHTS; AID 493091, 2011; Carboxy-terminal domain RNA polymerase II polypeptide A small phosphatase 1 (Homo …; 0.88% of 340,000 active; inhibition, % at 20 µM; Recombinant Scp1, phosphopeptide, malachite green phosphate absorbance;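 active = inhibition above about 50% at 20 µM, limit read from the data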;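 note: plate controls were DMSO wells with enzyme for no effect and wells lacking enzyme for full effect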
Target sequence (Q9GZU7 76-261 limits assumed): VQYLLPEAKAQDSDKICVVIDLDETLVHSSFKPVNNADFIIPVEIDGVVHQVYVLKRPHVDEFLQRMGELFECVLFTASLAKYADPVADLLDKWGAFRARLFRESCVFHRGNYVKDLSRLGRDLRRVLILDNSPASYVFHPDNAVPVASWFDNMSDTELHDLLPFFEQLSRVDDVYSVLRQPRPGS
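assay system = SCP-1 phosphatase catalytic domain, residues 76-261 | buffer or medium = 50 mM Tris acetate pH 5.5, 0.005% Tween-20, 10 mM MgCl2 | incubation = enzyme reaction 45 min at room temperature, colour 5 min, stabilisation 30 min | signal = Phosphate-binding colour reagent, absorbance read at 630 nm | measure = % inhibition at 20 µM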
eLon inh: inhibitors of E. coli Lon protease, primary screen, biochemical, fluorescence polarization. inhibition, % at 7.94 µM. AID 602123, 2011. purified E. coli Lon protease. 0.42% of 360,000 active; in the data active = inhibition above about 13%, passing the limit was not always enough;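 note: 0% = enzyme with probe and DMSO and 100% = no enzyme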
LMPTP block: LMPTP phosphatase inhibitors, primary screen, biochemical, fluorescence intensity, uHTS; AID 651560, 2012; 0.22% of 360,000 active; inhibition, % at 20 µM; recombinant LMPTP-A, OMFP fluorogenic substrate; Low molecular weight phosphotyrosine protein phosphatase (Homo sapiens), P24666;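 active = compounds that cut the enzyme signal by at least half of the control window in the single-dose screen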;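 note: plate controls were DMSO wells with enzyme plus substrate for no effect and substrate without enzyme for full effect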
Target sequence (P24666 whole entry, looked up): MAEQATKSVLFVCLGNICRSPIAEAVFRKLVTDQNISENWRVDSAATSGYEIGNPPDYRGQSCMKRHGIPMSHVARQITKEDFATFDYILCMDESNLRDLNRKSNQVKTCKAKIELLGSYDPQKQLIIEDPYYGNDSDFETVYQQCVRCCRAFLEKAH
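Assay system: LMPTP-A enzyme. Input: 0.625 nM LMPTP-A final. Probe or stimulus: 400 µM OMFP. Compound dosing: single 20 µM dose. Schedule: 50 min dark incubation at room temperature. Detection: fluorescence intensity of OMFP turnover product. Read-out: percent inhibition versus substrate-only and uninhibited controls. Benchmarks: no-enzyme low control, uninhibited high control.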
TbMetRS inhib: T. brucei MetRS inhibitors, primary screen, biochemical, luminescence; methionyl-tRNA synthetase (Trypanosoma brucei brucei); inhibition, % at 11.9 µM; 0.4% of 360,000 active; AID 624268, 2012; purified T. brucei MetRS, ATP depletion, Kinase-Glo luminescence;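 active = inhibition above a per-plate cutoff of the control wells' mean inhibition plus 3 SD, cut at about 5.5% in these data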;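 note: 0% = DMSO wells median and 100% = median of wells with control inhibitor compound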
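Dosing: 11.9 µM single point; system: parasite MetRS enzyme; technique: luminescence of leftover ATP; times: 15 min enzyme-compound preincubation, 2 h reaction, 10 min detection, 25 °C; replicates: each compound tested once; read-out basis: percent inhibition relative to median high and low control wells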
bovine MsrA act: bovine MsrA enzyme activators, primary screen, biochemical, absorbance, HTS | purified bovine MsrA, absorbance read-out | activation, % at 10.6 µM | 0.3% of 360,000 active; in the data active = activation above about 7.5%;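 note: 0% = vehicle and 100% = reference activator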
NRP1-CendR mod: modulators of CendR peptide binding to NRP-1, primary screen, biochemical, fluorescence polarization, uHTS | Neuropilin-1 (Homo sapiens), O14786 | inhibition, % at 25 µM | 0.85% of 360,000 active | FAM-RPARPAR peptide binding to NRP-1;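 active = inhibition or corrected inhibition above about 18%, plus a signal ratio from 0.5 to 1.5, limit read from the data, passing the limit was not always enough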; note: strong numbers were not always called active
SUMO1-SIM PPI: modulators of SUMO1 protein-protein interactions, primary screen, biochemical, uHTS; Small ubiquitin-related modifier 1 (Homo sapiens), P63165; SUMO1 binding to a labelled peptide, TR-FRET, 1 h; inhibition, % at 20 µM; 0.33% of 360,000 active; AID 602429, 2012; in the data active = inhibition above about 37%
Target sequence (P63165 whole entry, looked up): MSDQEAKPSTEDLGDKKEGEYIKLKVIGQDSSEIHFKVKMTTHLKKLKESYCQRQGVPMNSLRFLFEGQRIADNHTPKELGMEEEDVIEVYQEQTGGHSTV
Active calls of the source: *; . = not tested or not shown.

MsrA inh,STEP block,DNMT1 block,Scp1 inh,eLon inh,LMPTP block,TbMetRS inhib,bovine MsrA act,NRP1-CendR mod,SUMO1-SIM PPI,Compound
-0.4,-0.2,0.2,-6.8,5.3,0.4,-0.6,0.4,5.0,-1.1,COc1cccc(OC)c1C(=O)Nc1c(C(=O)N2CCN(c3ccccn3)CC2)oc2ccccc12
-1.1,-0.9,0.3,-12.8,-7.4,-1.7,0.1,-2.9,2.7,7.5,COC(=O)c1n[nH]n(-c2ccc(F)c(Cl)c2)c1=O
2.5,-0.7,-0.6,-7.3,-11.1,-2.3,-0.2,0.0,-6.8,-3.9,CC(C)(C)c1cc(NC(=O)CSc2nncs2)n(-c2ccccc2)n1
0.4,-1.0,2.3,-3.6,7.8,0.7,-0.8,-10.0,-10.9,12.0,COC(=O)CSc1nnc(-c2ccoc2C)n1-c1ccc(C)cc1
-1.1,0.1,2.0,-2.0,-3.1,-0.4,-0.2,-2.1,0.5,-3.6,Cn1nc(C(=O)N2CCN(S(=O)(=O)c3ccc(Cl)cc3)CC2)c2ccccc2c1=O
-0.8,1.1,5.5,-4.5,3.7,-1.2,-0.2,-3.5,2.9,0.8,CCC(CO)NS(=O)(=O)c1cc(-c2nn(C)c(=O)c3ccccc23)ccc1C (stereo not drawn)
3.0,1.9,0.2,-8.4,-0.9,2.8,-0.6,-4.5,2.9,1.7,CN(Cc1ccon1)Cc1cn(C)nc1-c1ccc(Oc2ccccc2)cc1
-1.4,-0.9,2.2,-1.7,0.0,-2.0,-0.4,-2.5,-1.5,3.7,CCOC(=O)N1CCc2c(sc3c2c(=O)n(Cc2ccccc2)c(=O)n3CC(=O)NCCOC)C1
0.9,1.2,5.5,0.3,0.1,-1.0,-1.0,-12.3,10.3,5.4,COC(=O)c1cn(NC(=O)C2COc3ccccc3O2)c(=O)c2ccccc12 (stereo not drawn)
-1.0,0.9,0.3,-3.6,4.5,-1.0,0.0,-1.7,6.9,17.8,N#CN=C(c1ccccc1)c1ccccc1
0.8,-2.2,-0.1,.,2.2,-1.4,-1.4,-4.3,8.0,-1.2,CSc1ncnc2c1ncn2CCCN1CCN(Cc2c(C)cc(C)cc2C)CC1
.,-0.7,13.7,-3.1,8.7,-0.2,-1.7,-2.2,-14.7,3.8,O=C1Nc2ccccc2C(O)(C(=O)NCc2ccco2)N1c1ccc(Cl)c(Cl)c1 (stereo not drawn)
1.1,4.3,2.5,-7.3,-2.3,-0.7,-1.0,-5.9,3.9,9.0,CC(C)c1ccc(CNC(=O)C2CCCN2S(=O)(=O)c2ccccc2)cc1 (stereo not drawn)
1.1,-1.9,3.6,1.4,1.9,0.5,0.9,-0.8,0.9,-0.3,C/C(=N/O)c1ccccn1
-0.9,1.6,-0.8,-6.7,-0.9,-0.7,-0.7,-0.9,-1.0,2.7,COc1ccc(-n2cc(C(=O)O)c(=O)cc2C)cc1
-0.1,1.8,-4.1,-4.3,1.0,-1.2,0.3,-2.0,-6.5,2.7,CCOc1ccc(CN2C(=O)c3ccccc3C2C(=O)NCc2cccnc2)cc1 (stereo not drawn)
-0.2,-1.9,-0.1,-1.1,3.0,-0.4,0.3,-0.9,-1.8,-11.8,CCC(C)NC(=O)CNC(=O)c1nn(-c2ccc(OC)c(Cl)c2)c(=O)c2ccccc12 (stereo not drawn)
0.6,2.6,-1.9,-1.9,0.6,-1.4,-1.6,-5.7,3.2,5.5,Nn1c(C2CCC2)nc2cc(Cl)ccc2c1=O
1.5,0.8,8.4,-1.0,-3.2,-1.9,-0.9,-9.8,4.9,0.1,CCCc1c(C)c2ccccc2[nH]c1=O
2.2,-1.7,1.9,-5.6,-0.9,-3.9,0.4,-2.8,0.2,0.9,COc1ccc2c(c1)CCCC21NC(=O)NC1=O (stereo not drawn)

Brought forward from above: 4 compounds, followed by the next part.
MsrA inh,STEP block,DNMT1 block,Scp1 inh,eLon inh,LMPTP block,TbMetRS inhib,bovine MsrA act,NRP1-CendR mod,SUMO1-SIM PPI,Compound
-0.2,-1.9,-0.1,-1.1,3.0,-0.4,0.3,-0.9,-1.8,-11.8,CCC(C)NC(=O)CNC(=O)c1nn(-c2ccc(OC)c(Cl)c2)c(=O)c2ccccc12 (stereo not drawn)
0.6,2.6,-1.9,-1.9,0.6,-1.4,-1.6,-5.7,3.2,5.5,Nn1c(C2CCC2)nc2cc(Cl)ccc2c1=O
1.5,0.8,8.4,-1.0,-3.2,-1.9,-0.9,-9.8,4.9,0.1,CCCc1c(C)c2ccccc2[nH]c1=O
2.2,-1.7,1.9,-5.6,-0.9,-3.9,0.4,-2.8,0.2,0.9,COc1ccc2c(c1)CCCC21NC(=O)NC1=O (stereo not drawn)
0.0,-4.2,-1.5,-3.8,-9.3,-1.5,-0.4,-1.7,-5.9,-26.7,CCn1c(Cc2ccccc2)nnc1SCC(=O)c1cccc([N+](=O)[O-])c1
0.3,-1.8,1.6,-5.3,0.2,-0.8,0.0,-2.5,3.6,-2.3,Cc1ccc(C(C)NC(=O)c2c(C)noc2C)cc1C (stereo not drawn)
0.1,-1.0,-3.0,-4.5,-1.2,-0.1,-0.5,-3.3,-3.6,0.1,O=C(Cc1cccs1)Nc1cccc(-c2nnc(-c3ccco3)o2)c1
0.7,-1.0,-13.3,6.2,-10.4,0.1,0.5,0.7,-22.3,2.9,COc1ccc(C(=O)Nn2c(C)ccc2C)cc1OC
-1.2,-1.2,-4.4,11.0,6.0,0.8,-0.3,-1.9,-60.0,-11.3,CC(=O)Oc1ccc(N2C(=O)C3C(C2=O)C(C(=O)c2ccc(Cl)cc2)N2CCCC32)cc1 (stereo not drawn)
0.1,-4.0,-2.4,-4.5,-6.6,-1.3,-0.2,-4.1,4.3,-5.9,COCCn1cnc2c1c(=O)n(CC(=O)NCC(F)(F)F)c(=O)n2Cc1ccccc1
-1.2,-1.5,3.3,-4.4,-6.9,1.8,-0.1,-0.8,-9.5,2.0,CN(C(=O)c1cccc(NC(=O)C2CCN(C(=O)OC(C)(C)C)CC2)c1)C1CCCCC1
-0.9,-1.2,-2.5,-4.8,5.6,-0.2,-0.9,-3.0,3.3,-2.4,COc1ccc(-c2noc(CCC(=O)Nc3cccnc3)n2)cc1OC
1.5,-2.3,4.7,4.7,-9.9,-1.0,-0.3,2.1,-1.2,6.3,O=C(CSc1nnc(NC(=O)c2ccccc2)s1)NCc1ccco1
0.0,-0.2,-26.4,-6.1,-0.6,-0.7,-0.6,-7.1,12.9,5.9,CCOc1ccc(N(CC(=O)NCc2ccccc2)S(=O)(=O)c2c(C)noc2C)cc1
0.3,3.3,-2.8,-27.1,-0.8,-0.6,-0.2,-5.3,5.7,0.9,Cc1c(Cl)c([N+](=O)[O-])nn1CCCC(=O)Nc1sc2c(c1C(N)=O)CCC(C)C2 (stereo not drawn)
0.1,.,.,.,0.8,4.5,-0.5,-1.3,-11.6,-0.1,O=C(NCCN1CCC(n2c(=O)[nH]c3ccccc32)CC1)c1cc(F)cc(F)c1
-0.1,-2.3,2.9,-8.7,1.3,0.2,0.1,-3.1,0.1,-6.5,COC(=O)C(C)(C(=O)OC)c1ccccc1[N+](=O)[O-]
-0.2,-1.4,-2.2,-0.2,-3.5,-1.3,-0.1,-2.6,9.9,4.7,CC(C)(C)OC(=O)C[C@H]1C/C=C\C[C@@H](CC(=O)N[C@H](CO)Cc2ccccc2)C(=O)NCCOC1=O
-0.2,3.9,2.9,-8.8,-2.7,-0.2,-0.1,2.6,2.4,3.3,CC(C)C(=O)Nc1cc2c3c(c1)CCN3C(=O)CC2
-1.1,0.3,2.9,-2.3,1.1,1.5,-0.3,-1.0,5.3,-0.6,CCOC(=O)Cc1cn(C(=O)OC(C)(C)C)c2ccccc12
1.1,-0.4,-3.6,0.2,3.6,3.0,0.0,-0.2,3.0,5.6,Cc1nn(Cc2ccc(Cl)cc2Cl)c(C)c1NC(=O)NC12CC3CC(CC(C3)C1)C2
0.6,-0.7,0.6,-1.9,4.3,-3.5,-0.2,-0.8,14.4,9.4,O=C(c1cc2cc(Cl)ccc2oc1=O)N1CCCC1
-0.1,0.0,1.1,1.8,1.6,-1.4,-0.2,-3.4,18.8,3.7,COc1cc(NC(=O)C2CC(=O)N(CCc3ccc(F)cc3)C2)cc(OC)c1OC (stereo not drawn)
-0.6,-1.5,-2.6,-9.6,-5.8,0.5,0.4,1.6,1.1,-2.4,Cc1cc(C(=O)COC(=O)C2=NNC(=O)CC2)c(C)n1-c1ccc(OC(F)F)cc1
-0.6,1.2,0.0,-7.0,10.4,-1.5,0.2,-3.0,5.8,-3.9,COc1cccc(CN2CCN(S(=O)(=O)c3ccccc3)CC2)c1OC
-0.8,0.9,-1.2,-3.3,-5.0,3.0,-0.2,-1.9,2.1,-4.1,CCCc1cc(NCCCO)n2c(nc3ccccc32)c1C#N
